# Compound activity deposited in PubChem by National Center for Advancing Translational Sciences (NCATS).
# BRCA1 expr up – increases BRCA1 expression | MCF7-BRCA1-FFLuc reporter, luminescence, 48 h; response scale: scaled: vehicle 0%, 10 µM genistein 100% | Potency, µM (top dose mostly 46.1 µM), for the others: top-dose activation, hits mostly activators | 1.1% of 380,000 active | AID 624202; also: nearly all actives have a fitted effect of over 80% in size; some results filed as inactive show a strong effect at the top dose
#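 First, MCF7-BRCA1-FFLuc cells (2000/well) attach for 2 h; next, compounds are pin-added and incubated 48 h at 37 °C; finally, luciferase reagent is added and luminescence read after 15 min.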
# p53 reactivator – mutant p53 re-activation in reporter cells; 0.063% of 320,000 active; Potency, µM (highest dose often 92.2 µM), for inactives: at the highest dose activity change, positive = activation, actives largely listed as activators; H1299 p53-A138V BP100-luciferase reporter, luminescence, 24 h; also: % of control where 0% means no effect; nearly all actives have a fitted effect of over 45% in size
#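 H1299 (p53-null), stable ts p53-A138V + BP100-Luc; 1000 cells/well, Opti-MEM/10% FBS; cpd 4 pt, 1:5; 24 h, 37 deg C, 5% CO2; detection reagent 10 min RT; luminescence.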
# Rab9 prom act – activators of Rab9 promoter; Huh7 Rab9 promoter-luciferase reporter, luminescence, 24 h; Potency, µM (titrated, usually from 9.22 µM), for inactives: top-dose activation, negative = inhibition, most hits filed as activators; 2.8% of 320,000 active; AID 485297; also: % of control where 0% means no effect; nearly all actives have a fitted effect of over 60% in size
#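 Quantitative HTS format; Huh7 Rab9-luciferase reporter cells (1500/well) receive compound 2 h post-plating, incubate 24 h at 37 °C, then get luciferase reagent for 10 min before luminescence reading.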
# VP16 counter – Gal4-VP16 reporter inhibition counter-screen; 3.5% of 310,000 active; AID 2546; Drosophila S2 Gal4-VP16 UAS-luciferase, luminescence, 20 h; Potency, µM (highest dose often 53.6 µM), inactives show at the highest dose activity, negative = inhibition, most hits filed as inhibitors;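 also: Gal4-VP16 expression switched on by copper sulfate through the metallothionein promoter; % is scaled to controls: 0 for no effect and ±100 for the full control effect; nearly all actives have a fitted effect of over 50% in size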
# RORg inh – inhibitors of mouse ROR gamma transcriptional activity; P51450; Drosophila S2 Gal4-RORgamma UAS-luciferase reporter, 20 h; Potency, µM (top dose mostly 53.6 µM), inactives show top-dose activity change, negative = inhibition, most hits filed as inhibitors; 5.4% of 310,000 active; also: % is scaled to controls: 0 for no effect and ±100 for the full control effect; nearly all actives have a fitted effect of over 60% in size
#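 Read-out: Photinus luciferase luminescence; inhibitors lower reporter signal. Insect Schneider cells with Gal4-ROR gamma fusion under metallothionein promoter, UAS reporter; 700 uM final copper sulfate induction, 20 hr, ambient temperature.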
# uPA surface inh – blocks generation of uPA at the cell surface; Potency, µM (top dose mostly 38.3 µM), without a hit: at the highest dose activity change, negative = inhibition, actives largely listed as inhibitors; cell surface uPA generation assay, qHTS; 0.31% of 330,000 active; AID 540303; active = well fitted inhibition curve with a large enough effect; inconclusive = small, poorly fitted or top-dose-only effect; inactive = no such curve, though single readings can be large or run the other way; tested in mouse RAW 264.7 cells; also: % is scaled to controls: 0 for no effect and ±100 for the full control effect; nearly all actives have a fitted effect of over 55% in size
# FLuc counter – counter-screen for miR-21 project: firefly luciferase inhibitors or activators | P08659 | purified FLuc, Km substrates, luminescence inhibition | Potency, µM (series often up to 57.5 µM), for inactives: at the highest dose activity change, negative = inhibition, usual class: inhibitors | 6.9% of 360,000 active | AID 588342;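 also: plate controls were vehicle for no effect and reference inhibitor for full effect; nearly all actives have a fitted effect of over 55% in size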
# Target sequence (P08659 whole entry, looked up): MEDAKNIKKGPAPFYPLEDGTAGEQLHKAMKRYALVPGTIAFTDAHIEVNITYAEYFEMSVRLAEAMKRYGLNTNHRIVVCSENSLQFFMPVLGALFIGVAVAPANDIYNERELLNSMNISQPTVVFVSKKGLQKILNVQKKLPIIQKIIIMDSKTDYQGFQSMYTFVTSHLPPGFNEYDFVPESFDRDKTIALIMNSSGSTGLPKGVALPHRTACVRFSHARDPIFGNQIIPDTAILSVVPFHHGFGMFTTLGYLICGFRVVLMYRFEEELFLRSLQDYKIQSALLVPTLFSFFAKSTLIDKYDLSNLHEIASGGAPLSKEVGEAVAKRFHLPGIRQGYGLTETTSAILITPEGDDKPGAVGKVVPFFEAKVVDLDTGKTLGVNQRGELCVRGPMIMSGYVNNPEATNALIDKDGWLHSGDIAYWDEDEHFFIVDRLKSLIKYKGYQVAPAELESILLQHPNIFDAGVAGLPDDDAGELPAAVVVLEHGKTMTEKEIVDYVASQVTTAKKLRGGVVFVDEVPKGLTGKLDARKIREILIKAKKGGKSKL
#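 Biochemical qHTS of compounds, final roughly 60 µM downward over six points, against 10 nM purified firefly luciferase using Km concentrations of substrates (10 uM D-luciferin, 10 uM ATP) in Tris acetate pH 7.5 buffer; luminescence output.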
# NPC1 prom act – activators of NPC1 promoter | Huh7 NPC1 promoter luciferase reporter, 24 h | Potency, µM (series often up to 9.22 µM), for the others: top-dose activation, actives largely listed as activators | 2.4% of 320,000 active;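 also: % of control where 0% means no effect; nearly all actives have a fitted effect of over 60% in size; reporter is driven by a mutant NPC1 promoter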
#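 Compounds in DMSO were transferred onto Huh7 NPC1-luciferase reporter cells pre-incubated 2 h; after 24 h at 37 °C, Amplite reagent was dispensed and luminescence recorded 10 min later.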
# MBNL1-CUG inh – MBNL1-poly(CUG) RNA binding inhibition | TR-FRET MBNL1-His/biotin-(CUG)12 binding, 665/545 ratio | Potency, µM (series often up to 57.5 µM), without a hit: top-dose activity change, negative = inhibition, usual class: inhibitors | Q9NR56 | 0.036% of 280,000 active | AID 2675; active = well fitted inhibition curve with a large enough effect in the signal ratio, with a control signal flat, not every such curve was filed as active; inconclusive = small, poorly fitted or top-dose-only effect, or effect the other way, or a change in a side signal; inactive = no such curve, though single readings can be large or run the other way; the % refers to the signal ratio; also: % is scaled to controls: 0 for no effect and ±100 for the full control effect
# Target sequence (Q9NR56 whole entry, looked up): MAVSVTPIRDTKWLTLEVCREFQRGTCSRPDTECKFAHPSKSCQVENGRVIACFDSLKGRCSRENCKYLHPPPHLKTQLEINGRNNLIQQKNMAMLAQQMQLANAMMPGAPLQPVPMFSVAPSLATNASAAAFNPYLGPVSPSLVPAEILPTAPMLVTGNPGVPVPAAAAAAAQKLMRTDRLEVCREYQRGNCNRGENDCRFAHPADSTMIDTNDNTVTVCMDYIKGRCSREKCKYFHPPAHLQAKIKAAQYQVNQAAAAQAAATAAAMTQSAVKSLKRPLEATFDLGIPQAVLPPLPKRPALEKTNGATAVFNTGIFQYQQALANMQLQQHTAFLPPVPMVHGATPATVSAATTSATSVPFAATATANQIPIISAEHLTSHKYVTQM
#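 TR-FRET between His-tagged MBNL1 and biotin-(CUG)12 RNA, detected with Tb anti-His antibody (0.055 ng/ul) and streptavidin-XL665 (5 nM), 60 min at room temperature. Compounds titrated 92 nM to 58 uM; 665/545 nm ratio normalized to buffer and complex controls.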
# ELG1 genotox – induces genotoxicity in HEK293T cells with luciferase-tagged ELG1. HEK293T ELG1-luciferase reporter, luminescence, 16 h. Potency, µM (highest dose often 46 µM), without a hit: top-dose activity change, positive = activation, most hits filed as activators. 1.3% of 330,000 active; also: % of control where 0% means no effect; nearly all actives have a fitted effect of over 60% in size
#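 HEK293T cells expressing luciferase-tagged ELG1 were exposed to compound or DMSO vehicle for 16 hr at 37 °C and 5% CO2. Luciferase activity was then measured with ONE-Glo after 30 min at room temperature.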
# Numbers without * were called inactive; ? = inconclusive; / = not tested or not shown; & = joins results of further samples; [ ] = dose if it differs, or a comment. Unless noted, calls follow the shape of the dose curve; as a rule, active = well fitted curve in the direction sought with a large enough effect; inconclusive = small, poorly fitted or top-dose-only effect, or another doubt; inactive = no such curve, though single readings can be large; an effect the other way counts as inactive or inconclusive. Potency is read from the fitted curve at half-maximal effect.
SMILES,BRCA1 expr up,p53 reactivator,Rab9 prom act,VP16 counter,RORg inh,uPA surface inh,FLuc counter,NPC1 prom act,MBNL1-CUG inh,ELG1 genotox
Cc1nc(C(=O)NCc2ccccc2)sc1C1(C)CC(c2ccccc2)=NO1 (stereo not drawn),-1.6%,2.0%,0.0%,-19.6%,25.3%,6.7%,2.2%,0.9%,-10.4%,-5.2%
CC(C(=O)NCCc1ccccc1)N1c2cccc3cccc(c23)S1(=O)=O (stereo not drawn),0.7%,-22.4%,0.0%,-0.7%,18.5%,-1.1%,-0.1%,-4.4%,8.9%,-6.3%
Cc1cccn2c(=O)c3cc(C(=O)NCCN4CCOCC4)n(Cc4ccccc4)c3nc12,/,-2.0%,-6.6%,-0.1%,-0.3%[10 µM],/,-0.5%,-1.3%,-0.8%,1.1%
CCC(Sc1nnc(C)s1)C(=O)Nc1nccs1 (stereo not drawn),-4.2%,1.3%,2.5%,-12.0%,-19.4%,-1.3%,0.2%,-2.0%,-11.3%,-0.8%
COc1ccc(CNc2nc3c(c(=O)[nH]c(=O)n3C)n2Cc2ccccc2C)cc1,1.9%,-4.1%,4.4%,0.3%,7.0%,-3.4%,-0.9%,-2.7%,-2.0%,?
CCCOC(=O)CCc1n[nH]c(=O)[nH]c1=O,-5.1%,-1.3%,-1.5%,8.2%,-6.9%,-3.3%,5.5%,-3.8%,-4.2%,0.3%
CN(Cc1ccccc1)S(=O)(=O)c1ccc(Cl)c(C(=O)O)c1,-2.9%,-0.1%,0.9%,13.1%,10.2%,1.1%,?,-3.5%,-1.5%,2.9%
COC(=O)c1ccccc1NC(=O)c1ccc(Cn2cc(Cl)cn2)o1,-30.3%,13.7%,-5.7%,-10.5%,-20.7%,-0.6%,-1.8%,-2.8%,6.3%,-2.5%
Cc1cccc(CN2C[C@]34C=C[C@@H](C[C@@H]3S2(=O)=O)O4)c1,13.8%,2.2%,0.6%,14.0%,-2.4%,-0.5%,2.1%,-1.4%,-7.9%,-2.8%
COc1ccc(S(=O)(=O)Cc2ccc(C(=O)N3CCN(c4cccc(C)c4)C(C)C3)o2)cc1 (stereo not drawn),-42.1%,11.4%,-8.1%,11.0%,0.6%,5.62µM*,2.9%,-19.9%,-10.7%,-19.4%
CSCCC(NC(=O)c1ccccc1Cl)C(=O)N(C)CC(=O)Nc1ccc(N2CCOCC2)cc1 (stereo not drawn),-8.1%,-2.2%,1.6%,/,/,-2.6%,0.7%,-0.1%,/,-2.6%
O=C(CCCOc1ccccc1)Nc1ccccc1C(F)(F)F,0.4%,13.1%,-4.7%,-0.4%,-7.8%,-4.2%,5.3%,-1.4%,6.4%,-0.4%
CCC(=O)NC(=S)Nc1cccc(NC(=O)c2ccccc2)c1,-1.7%,9.3%,0.6%,?,5.01µM*,-4.9%,?,0.6%,-3.0%,-5.2%
COc1ccc(CNC(=O)C(C)NCc2ccccc2Cl)cc1 (stereo not drawn),-5.9%,2.0%,-1.1%,5.6%,1.7%,-3.8%,1.2%,1.1%,-7.6%,-0.6%
O=C(COC(=O)CC12CC3CC(CC(Br)(C3)C1)C2)NC(=O)NCc1ccco1,0.0%,-0.1%,3.8%,-6.9%,-13.0%,0.5%,5.3%,0.6%,-11.1%,-0.6%
Cc1ccc(Nc2nnc(SCC(=O)c3cc4ccccc4o3)s2)cc1C,-51.9%,22.8%,5.0%,-7.3%,?,18.8%,?,-2.6%,-4.8%,11.5%
O=c1[nH]c(=O)n([C@H]2C[C@H](O)[C@@H](CO)O2)cc1F,-26.3%,4.1%,-2.2%,-20.1%&-18.6%&-17.1%&-20.2%,-28.6%&-43.3%&-25.0%&-17.4%,-89.0%,6.4%,0.8%,8.3%,-3.6%
COC(=O)Oc1nsnc1N1CCOCC1,3.8%,5.5%,8.3%,-10.7%,0.3%,5.2%,-11.7%,11.4%,-8.7%,-7.2%
C=CCCCCCCCCC(=O)NN,17.3%,-2.2%,-13.4%,-5.2%[0.365 µM],-18.6%,-11.1%,3.8%,-1.3%,-12.2%,-14.7%
CCC(CC)C(=O)Nc1cccc(C(=O)N2CCCC2)c1,4.8%,-0.7%,8.6%,-1.1%,-7.9%,-0.4%,0.0%,-1.2%,-11.1%,0.0%
Cc1cc(C)cc(C(=O)N2CCCCCC2)c1,4.3%,2.0%,6.5%,4.7%,23.1%,-2.6%,-0.4%,-3.8%,-9.6%,-3.9%
COc1ccccc1NC(=O)C(C/C=C(\C)Cl)C(C)=O (stereo not drawn),-1.0%,2.8%,-0.9%,-9.1%,-17.5%,-0.5%,-0.2%,-0.9%,-4.7%,-0.7%
Cc1cc(NC(=O)COC(=O)COc2ccc3c(c2)CCC3)no1,-1.3%,3.3%,0.2%,-5.3%,-13.5%,6.1%,-5.7%,-0.3%,10.6%,1.7%
Cc1ccc(C(=O)C2=C(O)C(=O)N(CCCN3CCOCC3)C23C(=O)N(C)c2ccccc23)o1 (stereo not drawn),0.0%,-13.9%,3.4%,-5.1%,3.4%,3.3%,-1.4%,-5.3%,14.5%,3.3%
Cc1ccc(NC(=O)COc2ccc(-c3nnco3)cc2)cc1S(=O)(=O)N1CCOCC1,-14.2%,-2.6%,-2.4%,3.9%,?,-0.5%,?,-12.6%,-4.6%,-16.4%

# Continuation.
SMILES,BRCA1 expr up,p53 reactivator,Rab9 prom act,VP16 counter,RORg inh,uPA surface inh,FLuc counter,NPC1 prom act,MBNL1-CUG inh,ELG1 genotox
C=C(C)CNC(=S)N/N=C\c1ccc2c(c1)OCO2,46.3%,-0.5%,-1.7%,-0.4%,-5.8%,0.5%,3.0%,14.2%,-0.7%,0.9%
Cc1cc(C)nc(SCCC(=O)Nc2ccccc2)n1,-12.1%,-1.9%,-0.8%,7.5%,1.3%,6.8%,-1.6%,1.8%,-8.2%,0.4%
Cc1ccc(NC(=O)NC(=O)N(C2CCCCC2)S(=O)(=O)c2ccccc2)cc1,24.4%,?,25.4%,?,-23.6%,2.7%,?,10.2%,/,15.6%
O=C(NN=C1CCCC1)c1ccc([N+](=O)[O-])cc1,3.5%,2.4%,-4.4%,0.1%,11.2µM*,6.2%,-4.1%,-0.5%,?,2.0%
O=C(COc1ccccc1Cl)N1CCNC1=O,11.8%,-0.4%,2.5%,/,/,-1.2%,-2.3%,-4.6%,/,0.6%
CC(NC(=O)c1ccc2c(c1)OCO2)C(c1cccs1)N1CCOCC1 (stereo not drawn),9.5%,-1.6%,5.4%,-6.7%,14.7%,-3.6%,0.0%,-5.4%,9.0%,-2.2%
Cc1nnc(SCc2cccc([N+](=O)[O-])c2)o1,28.8%,14.2%,0.6%,-3.6%,6.5%,-7.2%,-1.2%,0.2%,?,-0.3%
COc1cccc(CN(C)C(=O)c2cc(-c3ccc(OC)c(OC)c3)nc3ccccc23)c1,-52.6%,2.2%,-4.1%,5.4%,-8.4%,21.9%,-5.1%,1.5%,15.6%,-13.4%
O=C(O)Cc1ccc(NC(=O)c2cnccn2)cc1,7.7%,-0.6%,0.1%,?,11.2µM*,-1.9%,?,-1.3%,-1.2%,-0.4%
COc1cccc(COC(=O)CSCC(=O)Nc2cccc(C)c2)c1OC,1.4%,-3.8%,-6.6%,/,/,2.3%,-0.6%,-0.5%,/,0.2%
Cc1cc(C(=O)N2CCc3ccccc32)n(-c2ccccc2)n1,-33.8%,-6.6%,-10.2%,15.9%,-28.3%,?,-1.2%,-21.6%,-0.5%,12.6%
COc1ccccc1CNc1cc(CSc2ccc(Cl)cc2)nc(C)n1,-33.9%,-1.0%,2.9%,-2.0%,-28.8%,-1.3%,-3.4%,0.2%,3.1%,-4.7%
N#Cc1c(-c2ccccc2)oc(=O)c2ccccc12,-4.3%,/,-1.5%,-3.2%,10.5%[1.91 µM],-2.3%,6.7%,-5.3%,4.3%,-1.9%
COc1ccc(CNC(=O)C2CCN(S(C)(=O)=O)CC2)cc1,0.0%,-3.0%,10.0%,-5.7%,10.5%,-1.0%,-3.9%,-1.3%,-2.1%,7.1%
Cn1c(SCC(=O)NC2CCCC2)nnc1-c1ccncc1,-1.1%,1.2%,8.4%,1.1%,1.0%,4.6%,0.3%,-4.3%,-3.8%,1.1%
O=c1oc2ccccc2c(Nc2ccccc2)c1[N+](=O)[O-],-41.6%,4.6%,-5.2%,-6.3%,10.5%,-18.3%,-9.6%,-2.3%,22.2%,-0.2%
COc1cc(NC(=O)c2cc(C)no2)cc(OC)c1OC,-39.4%,-0.7%,7.7%,-0.5%,-30.1%,-1.1%,4.3%,-2.9%,-8.3%,5.7%
COc1ccc(S(=O)(=O)N2CCOCC2)cc1NC(=O)COC(=O)C1COc2ccccc2O1 (stereo not drawn),6.7%,1.6%,0.0%,4.5%,0.0%,-1.7%,-0.5%,0.0%,?,-0.1%
CCN(CC)CC(=O)c1c(N)n(Cc2ccccc2)c(=O)n(C)c1=O,-7.1%,-0.7%,2.6%,4.5%,2.8%,-6.6%,-0.6%,1.4%,-6.0%,-1.2%
CC(C)[C@H](NC(=O)c1cccc(S(=O)(=O)N2CCOCC2)c1)C(=O)NCc1ccc(F)cc1,-8.1%,-0.2%,/,/,/,-2.2%,/,/,/,-0.8%
